From PubChem BioAssay
VIM-2 inh – inhibitors of Pseudomonas aeruginosa VIM-2 metallo-beta-lactamase; purified VIM-2, nitrocefin hydrolysis, epi-absorbance fluorescence; inhibition, % at 5.6 µM; hit rate 0.89% among 290,000;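 active = inhibition above the mean of all tested compounds plus 3 SD, cutoff set per screening run, cut at about 7.5% in these data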;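 also: red hydrolysis product quenches plate fluorescence so inhibitors raise well fluorescence; 0% = enzyme with DMSO and 100% = DMSO without enzyme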
PHOSPHO1 block – blocks human PHOSPHO1 phosphatase activity | Q8TCT1 | AID 1565 | hit rate 1.1% among 290,000 | recombinant PHOSPHO1, absorbance phosphatase assay | inhibition, % at 13.3 µM; in the data active = inhibition above about 60%
Target sequence (Q8TCT1 whole entry, looked up): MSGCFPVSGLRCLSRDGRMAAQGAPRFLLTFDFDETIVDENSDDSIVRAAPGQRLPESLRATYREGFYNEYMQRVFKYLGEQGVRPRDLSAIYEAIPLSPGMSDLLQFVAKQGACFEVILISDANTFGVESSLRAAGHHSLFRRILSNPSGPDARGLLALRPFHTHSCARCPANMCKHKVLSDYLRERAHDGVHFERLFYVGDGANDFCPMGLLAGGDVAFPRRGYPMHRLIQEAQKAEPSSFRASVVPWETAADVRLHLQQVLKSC
IDE cell activ – boosts human insulin-degrading enzyme activity in HEK cells. P14735. FAbeta-B cleavage, fluorescence polarization; 0% vehicle, 100% cell-free pure enzyme wells. activation, % at 5.96 µM. hit rate 0.073% among 340,000. AID 493087;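 active = activation above the mean of all tested compounds plus 3 SD, set per screening campaign, cut at about 17% in these data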
GPR7 antagonist – human neuropeptides B/W receptor 1 antagonism; inhibition, % at 4.4 µM; GPR7-expressing cells, fluorescence antagonist assay; P48145; hit rate 1.1% among 290,000; AID 1861; in the data active = inhibition above about 16%, passing the limit was not always enough;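 also: cells stimulated with the agonist NPW; 0% = agonist with vehicle and 100% = vehicle without agonist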
Target sequence (P48145 whole entry, looked up): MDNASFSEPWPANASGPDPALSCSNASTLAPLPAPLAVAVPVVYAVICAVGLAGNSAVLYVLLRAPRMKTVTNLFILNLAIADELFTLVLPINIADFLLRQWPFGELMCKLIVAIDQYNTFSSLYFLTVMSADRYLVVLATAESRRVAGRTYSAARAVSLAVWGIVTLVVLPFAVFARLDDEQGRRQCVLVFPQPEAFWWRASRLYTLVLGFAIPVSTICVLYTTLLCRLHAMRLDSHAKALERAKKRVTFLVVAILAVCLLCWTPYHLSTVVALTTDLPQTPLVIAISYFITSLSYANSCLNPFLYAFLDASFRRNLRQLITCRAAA
pCIP destab – compounds decreasing mouse p/CIP protein stability; Q05BA5; F442A p/CIP-EGFP cells, EGFP fluorescence, 16 h; decrease of EGFP signal, % at 10 µM; hit rate 0.01% among 290,000; AID 1984;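 active = EGFP signal decrease of at least 30% at 10 µM or well 3 SD below plate mean, unless failing retest; inactive = the rest, including hits failing retest or dose response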; also: some compounds called inactive have numbers as strong as hits; many of its hits are not listed in these tables
M18AAP inhibitor – PfM18AAP enzyme inhibition. inhibition, % at 7.35 µM. hit rate 1.2% among 290,000. recombinant PfM18AAP, H-Glu-NHMec fluorogenic cleavage. AID 1822;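 active = inhibition above the campaign mean inhibition over all tested compounds plus 3 SD, cut at about 28% in these data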;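 also: 0% = plate median of test compound wells and 100% = 2 mM ZnCl2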
NALP1 yeast inh – blocks the NALP1 inflammasome reconstituted in yeast. S. cerevisiae NALP1/ASC/caspase-1 growth, X-gal OD620, 72 h. inhibition, % at 10 µM. hit rate 0.61% among 280,000; in the data active = inhibition mostly above about 24%, no sharp cut-off; inactive = mostly below about 32%; also: some compounds called inactive have numbers as strong as hits
IDE inh – inhibits human insulin-degrading enzyme in HEK cells. inhibition, % at 5.59 µM. AID 434962. P14735. FAbetaB cleavage, fluorescence polarization. hit rate 0.41% among 320,000;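 active = percent inhibition above the average of all tested compounds plus 3 SD, set per screening campaign, cut at about 16% in these data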;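 also: IDE supplied by intact live HEK cells; FP after avidin binding of uncleaved biotin substrate so inhibition keeps polarization high; 0% = DMSO wells and 100% = 60 µM reference IDE inhibitor Ii1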
IMP-1 inhibitor – blocks Pseudomonas aeruginosa IMP-1 metallo-beta-lactamase; purified IMP-1, nitrocefin hydrolysis, epi-absorbance fluorescence; AID 1556; hit rate 0.45% among 290,000; inhibition, % at 5.6 µM;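 active = inhibition above the mean plus 3 SD of all compounds in the same screening run, cut at about 4.5% in these data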;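 also: 0% = IMP-1 with DMSO and 100% = DMSO wells lacking enzyme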
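system = purified recombinant IMP-1 beta-lactamase | amount = 0.2 nM IMP-1, as dispensed | medium = HEPES buffer pH 7.1 with ZnSO4 and Brij 35 | times = 25 °C, 15 min preincubation, 25 min reaction | detection = plate fluorescence quenching by hydrolysis product, ex 480/em 530 nm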
* = called active by the depositor; x = not tested or not shown.

SMILES	VIM-2 inh	PHOSPHO1 block	IDE cell activ	GPR7 antagonist	pCIP destab	M18AAP inhibitor	NALP1 yeast inh	IDE inh	IMP-1 inhibitor
Cc1c(/C=C(\C#N)C(=O)NCc2ccccc2)cc(C#N)n1C	-3.1	20.0	5.0	-10.1	8.5	1.6	15.7	-4.3	-2.1
O=C(CCN1C(=O)C2(OCCO2)c2ccccc21)c1ccccc1	-0.1	3.6	0.3	-7.1	16.0	-4.2	-7.2	-1.1	-3.0
Cc1cc(=O)n(C)c(=O)n1CCCCCCN1CCCC1	-1.6	0.1	3.7	1.4	10.7	-3.5	8.6	2.6	0.1
Cc1ccc(S(=O)(=O)c2c(C)cc(-c3ccccc3)[nH]c2=O)cc1	0.1	31.7	-6.0	-14.6	-6.1	-7.0	18.4	1.3	-1.3
Cc1ccccc1-c1nnc(SCC(=O)Nc2c(C)n(C)n(-c3ccccc3)c2=O)o1	0.1	x	7.2	4.1	x	-4.0	x	3.4	-0.5
CC(C)COc1ccc(C(=O)N/N=C/c2ccoc2)cc1	-1.8	16.2	8.7	-10.6	-9.5	2.4	18.6	-3.0	-2.8
O=C(Nc1ccccc1C(F)(F)F)NC1CCCCC1	-0.9	10.8	8.8	-3.1	-7.9	-0.7	8.9	-2.2	-5.0
CSc1ccccc1NC(=O)Cn1nnc(-c2ccc(S(C)(=O)=O)cc2)n1	-2.1	11.7	-5.4	-10.2	1.9	0.1	17.2	-1.8	-2.7
COc1ccc(-n2c(SC3CCOC3=O)nc3ccccc3c2=O)cc1OC (stereo not drawn)	-0.9	65.6*	3.1	-10.1	-11.0	0.3	1.5	-0.3	-3.9
Cc1ccsc1/C=C1/SC(=O)N(CC(=O)N2CCCC2)C1=O	1.7	19.2	1.7	-10.9	8.1	-16.1	28.6	-0.1	-1.6
CC(CN1CCCC1)OC(=O)c1ccc(Cl)cc1Cl (stereo not drawn)	-0.1	49.4	-2.6	-8.4	-20.0	-13.2	7.6	1.4	0.9
Cn1cccc1C(C#N)c1cccc(F)c1C#N (stereo not drawn)	-1.8	4.0	4.5	9.5	8.0	1.1	5.6	0.1	-1.5
Cc1ccc(C(=O)NNC(=O)C2CCN(Cc3ccccc3)CC2)cc1	-2.0	21.6	4.4	-8.8	4.3	2.2	25.7	-4.6	-0.5
Cc1nnc(SCc2ccccn2)n(N)c1=O	0.1	-0.3	6.2	-4.4	15.6	-4.7	9.8	-2.1	-1.4
N=C1C(c2nc3ccccc3c(=O)[nH]2)=C(O)CN1CCc1ccccc1	0.4	-17.2	0.8	5.4	-13.0	-5.9	20.4	0.7	-4.1
COc1ccc(C)cc1NC(=O)CSc1nnc(COc2ccccc2)n1Cc1ccco1	-2.6	6.8	-0.1	2.9	6.4	-36.2	8.3	6.0	0.0
C=CCn1c(SCC(=O)c2cccs2)nc2sc(C)c(C)c2c1=O	-0.9	-1.9	2.7	-9.2	2.2	-2.0	13.7	1.2	-3.1
c1cc2c(c(NCc3ccncc3)c1)CCCC2	-1.9	15.4	-2.2	-8.2	-12.9	0.8	37.9*	1.6	-2.0
COC(=O)C1=C(N)Oc2c(oc(CO)cc2=O)C1c1ccccc1F (stereo not drawn)	-2.4	16.2	-0.4	-3.5	-2.8	-4.2	27.5	1.5	-1.4
Cc1cc(C)c2cc3c(N)c(C(=O)N4CCOCC4)sc3nc2c1	1.9	-3.1	-9.8	-12.8	1.4	12.0	-10.9	4.7	-2.6

Three of the entries above in order of the IDE inh value, lowest first.
| SMILES | VIM-2 inh | PHOSPHO1 block | IDE cell activ | GPR7 antagonist | pCIP destab | M18AAP inhibitor | NALP1 yeast inh | IDE inh | IMP-1 inhibitor |
| --- | --- | --- | --- | --- | --- | --- | --- | --- | --- |
| CC(C)COc1ccc(C(=O)N/N=C/c2ccoc2)cc1 | -1.8 | 16.2 | 8.7 | -10.6 | -9.5 | 2.4 | 18.6 | -3.0 | -2.8 |
| Cc1cc(=O)n(C)c(=O)n1CCCCCCN1CCCC1 | -1.6 | 0.1 | 3.7 | 1.4 | 10.7 | -3.5 | 8.6 | 2.6 | 0.1 |
| COc1ccc(C)cc1NC(=O)CSc1nnc(COc2ccccc2)n1Cc1ccco1 | -2.6 | 6.8 | -0.1 | 2.9 | 6.4 | -36.2 | 8.3 | 6.0 | 0.0 |

(next part)
SMILES	VIM-2 inh	PHOSPHO1 block	IDE cell activ	GPR7 antagonist	pCIP destab	M18AAP inhibitor	NALP1 yeast inh	IDE inh	IMP-1 inhibitor
C/C(=N\N=C1\NC(=O)C(Cc2ccccc2)S1)c1ccccc1 (stereo not drawn)	-5.5	19.5	-5.2	0.4	7.3	4.3	19.1	4.9	-4.6
COC(=O)c1cc2n(n1)CCN(Cc1ccc(OC)cc1)C2=O	-0.8	49.6	-0.2	4.4	3.7	-21.5	-3.2	5.8	-3.2
C=CCOC(=O)C1=C(C)NC(C)=C(C(=O)OCC=C)C1c1ccco1	-1.0	19.5	2.6	-21.1	-68.4	2.4	3.7	-4.9	-1.8
CCOC(=O)c1sc(NC(=O)c2ccccc2OC)nc1C	-5.1	-14.1	-2.8	-8.6	-7.1	1.3	36.6	2.9	-4.3
O=CN1CCN(C(C(=O)NC2CCCC2)c2ccc(Cl)cc2)CC1 (stereo not drawn)	-2.3	27.4	-2.6	-4.7	4.5	-0.7	30.5	2.7	-2.0
Cc1sc(NC(=O)CN(C)C2CCCCC2)nc1-c1ccc2c(c1)CCN2S(=O)(=O)c1ccccc1	-2.1	9.4	x	-11.7	-5.7	-1.9	6.3	-2.1	-4.1
CC1CCCCN1C(=O)CSc1nc(-c2ccccc2)cn1N (stereo not drawn)	-2.9	-2.1	1.1	-16.9	-15.3	3.3	10.5	4.1	-4.7
Cc1cccc2c1N(CCOc1ccccc1Cl)C(=O)C2=O	-3.5	-18.9	0.9	14.1	-14.4	15.1	1.4	-9.0	-3.5
COc1cc(-c2nnn(Cc3ccccc3C)n2)cc(OC)c1OC	0.6	42.0	-4.2	1.8	9.0	-0.3	-3.0	5.8	-2.0
COc1ccc(OCC(O)CON2C(=O)c3ccccc3C2=O)cc1 (stereo not drawn)	0.2	15.6	4.7	-1.5	4.8	-5.4	0.3	-6.4	-0.3
CC1=NN(c2ccccc2)C(=O)/C1=C\c1cc(C)n(-c2ccccc2)c1C	-1.7	-3.8	1.7	-5.3	-6.3	-8.2	13.4	8.8	-3.6
CS(=O)(=O)N(CC(O)Cn1c2ccccc2c2ccccc21)c1ccccc1 (stereo not drawn)	-2.5	9.2	1.2	28.2*	-3.4	11.5	4.5	-0.7	-3.1
Cc1occc1C(=O)N/N=C/C=C/c1ccccc1[N+](=O)[O-]	-3.2	-25.8	-3.8	0.2	4.0	-4.5	-0.9	2.3	-1.0
Cc1ccc(NC(=O)CCCn2nc(C)c3c(C)n(-c4ccccc4)nc3c2=O)cc1C	-1.9	17.1	-7.9	-12.2	-0.5	-7.4	8.2	2.1	-1.4
Nc1ccc(Oc2ncccn2)cc1	-1.8	x	-2.2	0.2	5.2	28.3*	7.1	2.7	-2.4
Cc1ccc(S(=O)(=O)N2CCOCC2)cc1N/N=C(\C#N)c1nc2ccccc2[nH]1	-4.6	-4.5	2.4	-4.4	-4.6	-4.8	-3.6	4.4	-5.8
CCOC(=O)C1(Cc2ccccc2C(F)(F)F)CCN(C(=O)c2cc(C)n(C)n2)CC1	-0.8	19.3	1.1	-2.9	5.9	-5.8	16.2	3.8	1.6
COc1ccccc1CNC(=S)NC1CCCCC1	-6.2	1.8	5.8	1.3	5.8	-1.5	-0.7	4.3	-5.0
COc1ccc(Cl)cc1NC(=O)C[n+]1ccccc1	-0.5	8.5	-0.6	-3.6	-3.7	-1.7	7.7	5.1	-4.5
COc1ccc2cc(/C(C)=N/NC(=O)c3cc(-c4cccnc4)nc4ccccc34)ccc2c1	-3.3	8.4	2.2	-10.5	1.6	1.0	8.8	4.1	-2.8

Compound profiles, from the list above:
Cc1ccc(S(=O)(=O)N2CCOCC2)cc1N/N=C(\C#N)c1nc2ccccc2[nH]1 in the list: VIM-2 inh = -4.6; PHOSPHO1 block = -4.5; IDE cell activ = 2.4; GPR7 antagonist = -4.4; pCIP destab = -4.6; M18AAP inhibitor = -4.8; NALP1 yeast inh = -3.6; IDE inh = 4.4; IMP-1 inhibitor = -5.8
COc1ccc2cc(/C(C)=N/NC(=O)c3cc(-c4cccnc4)nc4ccccc34)ccc2c1 in the list: VIM-2 inh = -3.3; PHOSPHO1 block = 8.4; IDE cell activ = 2.2; GPR7 antagonist = -10.5; pCIP destab = 1.6; M18AAP inhibitor = 1.0; NALP1 yeast inh = 8.8; IDE inh = 4.1; IMP-1 inhibitor = -2.8

(more compounds)
SMILES	VIM-2 inh	PHOSPHO1 block	IDE cell activ	GPR7 antagonist	pCIP destab	M18AAP inhibitor	NALP1 yeast inh	IDE inh	IMP-1 inhibitor
CCC(Sc1nc2n[nH]c(C)c2c(=N)n1-c1cccc(Cl)c1C)C(=O)N(CC)CC (stereo not drawn)	1.5	6.2	-4.0	-9.4	-6.1	-0.3	15.8	4.3	1.1
CC1=CC(C)(C)N2C(=O)C3(C(C#N)=C(N)OC4=C3C(=O)CCC4)c3c(C)c(C)cc1c32 (stereo not drawn)	0.0	2.3	4.5	-9.5	7.3	1.2	-8.6	1.9	-1.7
COc1ccc(C(=O)N/N=C(\C)c2cccc(NC(=O)c3ccc(F)cc3)c2)c(OC)c1	-0.1	26.5	1.8	-0.6	-15.7	-1.7	16.3	-0.8	2.5
CC(C)CCn1c(COc2ccccc2)n[nH]c1=S	1.4	-93.7	6.1	-5.7	-0.2	8.9	-4.3	5.4	-3.1
O=C1c2ccccc2C(=O)N1CSc1nnc2c3ccccc3n(CCc3ccccc3)c2n1	-0.9	7.8	3.2	-2.3	-8.6	-9.4	-13.8	-1.9	3.1
S=c1nc[nH]c2c1ncn2C1CCCC1	-3.3	-4.4	-9.2	0.2	1.2	21.5	-0.4	x	-3.0
CCC(CC)C(=O)OCC(=O)NC12CC3CC(CC(C3)C1)C2	-2.7	13.0	6.2	0.4	6.4	-5.1	24.8	2.3	-5.1
CCCCNC(=O)CC1N=C2c3ccccc3N=C(SCC(=O)Nc3cccc(OC)c3)N2C1=O (stereo not drawn)	-0.8	26.3	3.3	-1.0	-5.2	-8.6	2.6	-4.7	2.7
COc1ccc(C(C)=O)cc1CSc1nnc(Nc2ccccc2)s1	-1.2	-18.0	-5.6	-1.9	-2.4	0.2	19.4	-3.8	-0.8
O=C(Cc1cccc(C(F)(F)F)c1)NCc1ccc(Cl)cc1Cl	0.8	-8.7	6.4	-7.9	-9.2	-5.0	13.2	2.7	1.6
CC(C)(CS(=O)(=O)[O-])NC(=O)CC[N+](C)(C)CCO	-0.6	11.1	3.1	13.2	7.5	-4.6	-5.3	3.0	-0.6
N#CCCN(CCC#N)C(=O)c1ccc2c(c1)OCO2	-4.7	38.0	1.0	-16.8	7.0	6.6	-14.6	7.3	-5.3
COc1cc(OC)cc(-c2n[nH]c(=S)n2-c2cc(OC)ccc2OC)c1	-6.4	81.6*	-3.5	10.9	-3.2	2.4	1.1	2.2	-0.6
O=C1CCN(CCc2ccccc2)CCN1CCOc1ccccc1	-0.4	-7.3	-4.6	4.8	-6.1	1.3	15.2	0.9	-2.4
CC(C(=O)Nc1ccc(C(=O)O)c(O)c1)N1C(=O)/C(=C\c2ccco2)SC1=S (stereo not drawn)	-1.8	-47.1	-4.8	-8.2	-9.7	28.1*	8.5	11.6	4.0

Rows are unselected (roughly 5.3% active in at least one column).
